Screens as filed in PubChem BioAssay.
Rv3671c protease: Rv3671c serine protease inhibitors, primary screen, biochemical, fluorescence polarization, M. tuberculosis H37Rv; inhibition, % at 5.96 µM; 320,000 compounds, 0.048% hits; in the data active = inhibition above about 38%;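 note: extracellular domain of Rv3671c used as enzyme; 0% = enzyme with DMSO and 100% = no enzyme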
Target sequence (P9WHR9 whole entry, looked up, the tested form may be a part): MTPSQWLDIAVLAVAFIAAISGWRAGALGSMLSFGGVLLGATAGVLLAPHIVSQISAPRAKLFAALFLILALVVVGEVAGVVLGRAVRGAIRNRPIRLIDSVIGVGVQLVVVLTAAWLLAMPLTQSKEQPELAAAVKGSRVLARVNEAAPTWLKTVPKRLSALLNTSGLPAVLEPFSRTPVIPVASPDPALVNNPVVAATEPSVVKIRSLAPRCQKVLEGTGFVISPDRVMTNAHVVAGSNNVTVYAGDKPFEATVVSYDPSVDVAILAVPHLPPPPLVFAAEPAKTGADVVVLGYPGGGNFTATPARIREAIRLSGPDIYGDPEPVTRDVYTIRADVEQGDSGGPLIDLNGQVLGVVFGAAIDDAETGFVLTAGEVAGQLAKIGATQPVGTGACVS
PriA SSB inh: inhibitors of Klebsiella pneumoniae PriA binding to SSB C-terminal tail, primary screen, biochemical, AlphaScreen; PriA–SSB C-terminal tail interaction (Klebsiella pneumoniae); AlphaScreen SSBct-PriA binding, biotinylated peptide; inhibition, % at 33 µM; 430,000 compounds, 0.6% hits; AID 1272365, 2023; in the data active = inhibition mostly above about 37%, no sharp cut-off; inactive = mostly below about 20%;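 note: plate controls were negative control peptide for no effect and reference peptide for full effect; strong numbers were not always called active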
SARS 3CLpro inh: SARS-CoV 3CLpro protease inhibitors, primary screen, biochemical, quenched FRET; Replicase polyprotein 1ab (Severe acute respiratory syndrome coronavirus), P0C6X7; AID 1706, 2009; 290,000 compounds, 0.14% hits; recombinant SARS-CoV 3CLpro, quenched FRET peptide cleavage; inhibition, % at 6 µM; in the data active = inhibition above about 12%
DUSP3 inh: VHR1 phosphatase inhibitors, primary screen, biochemical, absorbance, uHTS. inhibition, % at 13.3 µM. 290,000 compounds, 0.52% hits. recombinant VHR phosphatase, pNPP absorbance. AID 1654, 2009; in the data active = inhibition above about 50%; note: some compounds called inactive have numbers as strong as hits
Target sequence (P51452 whole entry, looked up): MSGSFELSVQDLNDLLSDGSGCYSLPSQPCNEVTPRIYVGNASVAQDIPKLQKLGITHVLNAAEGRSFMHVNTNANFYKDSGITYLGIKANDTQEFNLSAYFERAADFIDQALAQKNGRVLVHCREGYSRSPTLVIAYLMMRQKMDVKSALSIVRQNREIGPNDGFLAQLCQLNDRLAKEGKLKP
Vc quorum ag: inducers of Vibrio cholerae quorum light production without autoinducers, primary screen, BH1578 luxS cqsA deficient, single point. activation, % at 18.7 µM. V. cholerae BH1578 lux reporter, luminescence, 6 h. AID 588436, 2011. 350,000 compounds, 0.16% hits; in the data active = activation mostly above about 9.7%, no sharp cut-off; note: not every result past the cut was called active; inactives centre near 0; reference of the scale not given here
PrPC surface inh: inhibitors of human cell surface prion protein PrPC, primary screen, cell-based, TR-FRET; 370,000 compounds, 0.43% hits; AID 720596, 2013; TR-FRET read-out; inhibition, % at 13.8 µM; Major prion protein (Homo sapiens), P04156; in the data active = inhibition above about 24%; note: 0% = median of the test wells and 100% = reference compound wells
Y pestis TopoI: Yersinia pestis topoisomerase I inhibitors, primary screen, biochemical, cleavage product accumulation, plate reader, single point; Y. pestis Topo-I cleavage product accumulation; activity, % at 10 µM; 360,000 compounds, 0.064% hits; AID 504884, 2011; in the data active = activity above about 50%, passing the limit was not always enough; note: inactives centre near 2
MazF activator: activators of E. coli MazEF toxin-antitoxin RNase, primary screen, biochemical, fluorescence, uHTS; Endoribonuclease toxin MazF (Escherichia coli (strain K12)), P0AE70; FAM/BHQ RNA-DNA oligo cleavage fluorescence, 5 h; activation, % at 20 µM; 350,000 compounds, 0.32% hits; in the data active = activation above about 50%
Target sequence (P0AE70 whole entry, looked up): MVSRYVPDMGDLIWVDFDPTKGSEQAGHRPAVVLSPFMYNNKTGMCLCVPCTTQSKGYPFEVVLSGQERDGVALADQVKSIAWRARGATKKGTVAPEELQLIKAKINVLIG
TcdB inh: TcdB glycohydrolase inhibitors, primary screen, biochemical, single point, plate reader | Toxin B (Clostridioides difficile), P18177 | TcdB glycohydrolase enzymatic assay | inhibition, % at 9.99 µM | 350,000 compounds, 0.24% hits; in the data active = inhibition above about 10%
CCHF vOTU inh: CCHFV vOTU protease inhibitors, primary screen, biochemical, Pep-AMC substrate, fluorescence. AID 651958, 2012. inhibition, % at 11.5 µM. 370,000 compounds, 0.55% hits. Crimean-Congo hemorrhagic fever virus L polyprotein viral ovarian tumor (vOTU) protease …; in the data active = inhibition above about 30%; note: 0% = vehicle wells with enzyme and 100% = no enzyme wells
The depositor's hits bear a star; i = inactive; nt = not tested or not shown; & = joins results of further samples. These rows are one share of the data; the hit share may differ from the screen's.

SMILES	Rv3671c protease	PriA SSB inh	SARS 3CLpro inh	DUSP3 inh	Vc quorum ag	PrPC surface inh	Y pestis TopoI	MazF activator	TcdB inh	CCHF vOTU inh
Cc1ccnc(NC(=O)CCC(=O)N(CC(=O)NCc2ccc(F)cc2)Cc2ccccc2)c1	1	-3	2	25	-0.8	nt	16	-3	nt	nt
CC(C)(C)N1CC(C(=O)Nc2cccc(Cl)c2Cl)CC1=O (stereo not given)	-3	-9	0	6	i	7	3	-1	1.0	6
O=c1[nH]c(O)c(N=Nc2cccc(S(=O)(=O)N3CCOCC3)c2)c(=O)[nH]1	11	-1	-4	22	-0.2	-10	2	-2	2.8	-14
C=CCn1c(SCC(N)=O)nnc1-c1ccccc1O	-4	-10	5	-16	-0.3	-7	0	-2	nt	-6
CCc1ccc(S(=O)(=O)NC(=S)Nc2ccccc2)cc1	3	-15	1	18	-0.2	6	-6	-16	0.8	-7
Cc1ccc(S(=O)(=O)N(C)C)cc1NC(=O)COC(=O)C1COc2ccccc2O1 (stereo not given)	4	3	2	17	-0.2	6	8	6	-1.4	-4
C[C@H](NC(=O)c1[nH]cnc1C(=O)Nc1ccc(Cl)cc1)C(=O)OC(C)(C)C	1	-7	nt	3	i	nt	3	-2	nt	nt
CCN1C(=O)[C@H]2[C@@H](c3ccc(C)cc3)N3C(=O)N(c4cccc(Cl)c4)C(=O)[C@@]3(CC)[C@H]2C1=O	11	-3	nt	nt	-0.3	-2	10	-1	1.4	-6
CC(C)(NO)/C(=N\O)c1ccc(Cl)cc1	-1	nt	4	11	4.6	-6	-3	25	nt	-1
O=C(CCN1CCN(c2ccccc2)CC1)c1ccc(Br)cc1	-10	4	-9	27	i	3	2	-6	0.3	-11
O=C(c1ccccc1)c1ccc(OCCn2cnc3ccccc3c2=O)cc1	-20	5	5	19	i	-6	40	0	nt	13
Cn1c(SCC(=O)NCCc2ccccc2)nnc1-c1ccncc1	0	-3	1	8	-0.3	-4	7	-6	nt	-13
CCn1c(N2CCN(C(=S)NCCc3ccccc3)CC2)nc2ccccc21	0	3	-3	20	i	12	25	7	nt	5
O=C(/C=C/c1ccccc1)Nn1c(-c2cccs2)nc2ccccc2c1=O	-18	-9	1	4	i	9	-4	0	0.2	-3
CC(=O)c1ccc(S(=O)(=O)N2CCCCC2C(=O)O)cc1 (stereo not given)	-2	-13	-2	-2	-1.3	-4	1	6	3.8	-10
COc1cc(/C=N/NC(=O)/C(=C/c2ccccc2)CCO)ccc1O	-7	nt	-1	30	-0.4	-1	-2	-7	nt	9
Cc1nc(-c2ccc(F)cc2)c(CC(=O)N2CCN(S(=O)(=O)c3ccc(F)cc3)CC2)s1	-7	4	5	19	-1.0	4	39	5	0.6	9
O=C(O)c1cccc2cccnc12	7	-16	2	20	-0.7	-2	-2	0	nt	-2
COc1ccc(OC)c(/C=N/NC(=O)CNC(=O)c2cccc3ccccc23)c1	4	nt	3	8	i	-8	13	-1	3.5	-116
COC(=O)C1=C(C)NC(=O)C1(NS(=O)(=O)c1ccc(NC(C)=O)cc1)C(F)(F)F (stereo not given)	-3	-8	4	-21	2.4	-7	3	4	nt	-3
CCc1[nH]nc2c1C(c1ccncc1)C(C#N)=C(N)O2 (stereo not given)	-8	0	-1	-2	i	-3	-5	-16	nt	-11
Cc1ccc(CNC(=O)CCS(=O)(=O)c2ccc3nc(C)sc3c2)cc1	-1	-12	3	21	-1.2	5	1	-2	1.1	-7
C[C@H](CO)N1C[C@H](C)[C@@H](CN(C)C(=O)Nc2ccc(F)cc2)Oc2cc(Br)ccc2S1(=O)=O	nt	nt	nt	nt	-0.4	8	-7	-13	0.2&0.2	21
CC(=O)N1CCN(CC(=O)O)CC1	3	-8	0	-7	nt	nt	nt	nt	nt	nt
CCOC(=O)C1(CCCc2ccccc2)CCN(Cc2cn(CC)nc2C)CC1	1	-5	-1	0	i	6	23	-9	-0.3	7
COC(=O)c1cc(NC(=O)c2c(C)noc2C)ccc1N1CCOCC1	-3	-13	-7	-4	-0.5	-6	0	1	0.6	7
COc1cc(OC)c(OC)cc1CNCc1ccc2c(c1)OCO2	2	-11	-3	26	-0.7	-4	3	10	0.7	4
Cc1cc(NC(=O)CSc2nnc(Cc3cccn3C)n2CCc2ccccc2)no1	-3	5&-20	4	8	-0.3	4	22	5	0.7	-2
Cc1cccc(NC(=S)N/N=C/c2ccc3c(c2)OCO3)c1	-1	nt	3	-2	-0.1	7	-3	5	nt	2
CCCCNC(=O)Oc1ccc(C(=O)N2c3ccccc3NC(=O)C2C)cc1 (stereo not given)	1	5	4	-29	-8.3	-3	-1	3	2.8	-5
O=C1N/C(=N/N=C/c2ccco2)SC1Cc1ccccc1 (stereo not given)	6	nt	2	16	-0.9	5	2	2	0.1	14
O=S(=O)(Nc1ccccc1-c1ccccc1)c1ccccc1	nt	-10	nt	nt	i	0	6	5	5.0	7
Cc1ncc(CN2CCCCC2C(=O)Nc2ccc(Oc3ccccc3)nc2)cn1 (stereo not given)	0	-17	-2	19	0.6	-4	7	-1	0.7	3
O=S(=O)(Nc1nc2ccccc2nc1Nc1ccc(N2CCOCC2)cc1)c1cc(Cl)ccc1Cl	3	-5	1	-7	i	-1	3	10	1.2	-3
CN1CCN(S(=O)(=O)c2ccc([N+](=O)[O-])cc2)CC1	6	-6	-2	13	-0.2	-48	2	-13	0.9	-9
Cc1ccc(Cl)c2sc(N3CCN(C(=O)c4ccco4)CC3)nc12	-6	-1	nt	nt	i	-6	-6	2	2.6	6
O=C(COc1ccc(Cl)cc1)N1CCCC1	1	-18	1	0	2.6	-4	6	7	nt	1
Cc1ccc(C)c(NC(=O)CN(C)C(=O)c2ccc(S(=O)(=O)N3CCCCCC3)cc2)c1	3	3	nt	nt	-4.3	-2	21	7	0.5	-7
O=C(COc1cc(Cl)c(Cl)cc1Cl)Nc1ccc([N+](=O)[O-])cc1Cl	0	-9	-4	4	-0.4	3	4	-25	-0.2	7
CC(=O)c1ccc(OCc2cc(C(=O)N(C)C(C)c3nccs3)no2)cc1 (stereo not given)	nt	-7	3	-6	-0.3	-3	11	-7	-1.3	-4
Cc1cc(=O)[nH]c2c(C)c(N)ccc12	-1	1	-4	29	1.4	0	-6	-4	nt	-211
CN1CCN(C(=O)c2ccc3c(c2)N(Cc2ccccc2)CCS3)CC1	3	10	-2	13	-0.2	nt	14	-4	nt	nt
Cc1c(C(=O)N/N=C/c2ccccn2)nnn1-c1nonc1N	6	nt	6	20	-0.5	2	5	6	0.5	-9
COc1ccc(-c2nc(-c3ccc(Br)o3)no2)cc1OC	-7	-7	-1	7	-0.2	-6	-9	-2	1.2	3
Cc1ccnc2ccc(SC(F)(F)F)cc12	-7	-4	4	-12	-0.5	-2	-1	5	0.2	6

The last 5 compounds of the part above are carried over, then new ones follow.
SMILES	Rv3671c protease	PriA SSB inh	SARS 3CLpro inh	DUSP3 inh	Vc quorum ag	PrPC surface inh	Y pestis TopoI	MazF activator	TcdB inh	CCHF vOTU inh
Cc1cc(=O)[nH]c2c(C)c(N)ccc12	-1	1	-4	29	1.4	0	-6	-4	nt	-211
CN1CCN(C(=O)c2ccc3c(c2)N(Cc2ccccc2)CCS3)CC1	3	10	-2	13	-0.2	nt	14	-4	nt	nt
Cc1c(C(=O)N/N=C/c2ccccn2)nnn1-c1nonc1N	6	nt	6	20	-0.5	2	5	6	0.5	-9
COc1ccc(-c2nc(-c3ccc(Br)o3)no2)cc1OC	-7	-7	-1	7	-0.2	-6	-9	-2	1.2	3
Cc1ccnc2ccc(SC(F)(F)F)cc12	-7	-4	4	-12	-0.5	-2	-1	5	0.2	6
CCOC(=O)N1CCN(C(=O)c2ccc3c(=O)n(Cc4ccccc4OC)c(=S)[nH]c3c2)CC1	-4	7	4	18	1.0	-5	2	4	nt	-2
CCCC(CCC(=O)Nc1ccn(-c2ccccc2)n1)C(=O)O (stereo not given)	-2	14	-1	3	-0.5	-3	-2	-11	-0.6	-9
CN1CCC(N(C)C(=O)c2cc(-c3ccccc3Cl)nc3ccccc23)CC1	-1	-4	nt	nt	-10	0	-6	-1	1.2	-1
CC(NC(=O)c1cn(C)c2ccc(S(=O)(=O)N3CCCC3)cc2c1=O)c1ccccc1 (stereo not given)	-7	-1	2	34	i	-5	8	-7	1.2	-6
CC(C)(C)OC(=O)C[C@@H]1C/C=C\C[C@H](CC(=O)N(CCO)Cc2ccccc2)C(=O)N[C@@H](Cc2c[nH]c3ccccc23)COC1=O	1	5	nt	nt	i	-4	7	3	0.3	5
CCNC(=O)CSc1nc2ccccc2c(=O)n1OC	9	0	0	15	nt	3	5	-1	-0.3	5
Cc1ccccc1OCCCN1CCCC1	2	0	3	19	2.1	5	3	-6	nt	-4
CCn1c(SCC(=O)Nc2nccs2)nnc1-c1ccco1	-5	0	7	-32	i	-6	-1	5	1.0	1
CCC(=O)Nc1c2c(nn1-c1ccc(F)cc1)CS(=O)C2 (stereo not given)	-3	-12	-2	17	-0.1	6	-1	-13	0.5	-2
O=C(CCS(=O)(=O)c1ccc2c(c1)NC(=O)CO2)NCc1ccccc1	3	-8	-4	14	i	-1	1	-5	-2.4	-15
Cc1cccc(C)c1NC(=O)CNC(=O)c1ccccc1OCc1ccccc1	3	3	nt	nt	i	0	29	0	2.6	5
CC(=O)NC1(C(F)(F)F)C(=O)Nc2c1c(=O)n(C)c(=O)n2C (stereo not given)	2	-18	-1	4	i	2	9	4	nt	4
Cc1ccc(CN2CCN(C(=O)c3ccncc3)CC2)cc1	9	-2	1	43	i	-5	-4	-2	0.6	-16
CC(C)C[C@@H](CO)N1CCN(Cc2cccnc2)CCC1=O	3	-6	-1	5	0.0	1	-2	6	1.6	2
O=c1c(Cc2ccc(Cl)cc2Cl)c(O)ccn1CC(F)(F)F	3	9	-1	-9	-1.9	1	-3	-3	1.5	1
COc1ccc(N/C(N)=N/c2nc(C)cc(=O)[nH]2)cc1	-10	nt	4	-3	i	5	-7	-2	-0.2	5
Cc1oc2c(C)c3oc(=O)c(CCC(=O)NCCCCCC(=O)O)c(C)c3cc2c1C	2	4	2	3	i	7	9	-7	0.6	-29
COc1ccc(-c2cc3ccccc3[nH]2)cc1	7	-7	3	4	-0.4	7	-18	5	-3.2	5
Cc1ccccc1CCNC(=O)CCn1ccc2cc(S(=O)(=O)N3CCCC3)ccc21	-1	-15	1	0	-0.1	-2	28	6	0.2	2
NC1=NC(=O)/C(=C/c2ccccc2OS(=O)(=O)c2ccc3ccccc3c2)S1	-7	-9	4	-4	-0.3	-4	0	9	nt	13
O=C(NC1CCN(S(=O)(=O)c2ccccc2C(F)(F)F)CC1)c1ccco1	8	-5	1	-14	-1.8	-2	-12	-7	-0.7	14
Cc1ccc(OCCNC(=O)c2ccc(C)o2)cc1	0	1	nt	nt	59*	-5	-11	-3	-0.3	25
Cc1[nH]n2c(=O)cc(C(C)C)nc2c1-c1ccccc1	0	-6	3	0	i	-1	8	12	nt	10
